TGFb inhibitor = TGF-b pathway inhibition | HepG2 CAGA-GFP TGF-b/SMAD3 reporter, GFP fluorescence, 18 h; TGF-beta stimulated, 500 pg/mL final | Potency, µM (series often up to 46.1 µM), for inactives: at the top dose activity, negative = inhibition, most hits filed as inhibitors | 410,000 tested, 1.2% active | AID 588855; further: potency means the concentration at half of the fitted maximal effect; on the % scale 0 is the no-effect control and ±100 the full control effect; nearly all actives have a fitted effect of over 65% in size
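Smad-responsive CAGA-GFP expression was quantified in HEPG2 cells exposed to compounds and 500 pg/mL final TGF-beta for 18 h at 37 degrees C; unstimulated wells defined full inhibition.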
Nrf2 block = blocks Nrf2 signaling | 360,000 tested, 2.1% active | Potency, µM (doses to about 46 µM), for inactives: top-dose activity change, negative = inhibition, hits mostly inhibitors | A549 ARE-Fluc reporter, luciferase luminescence, 18-24 h; further: potency means the concentration at half of the fitted maximal effect; on the % scale 0 is the no-effect control and ±100 the full control effect; nearly all actives have a fitted effect of over 60% in size
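Cells were seeded and rested 2 h, then exposed to compounds for 18-24 h. CellTiter-Fluor was read first as a viability measure. BugLite was added 15 min before the final luminescent read of ARE-luciferase activity in A549 cells.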
IL-2 act = IL-2 activation; IL-2 activation reporter assay, cell-based qHTS; stimulated with anti-CD3/CD4/CD28 beads; in transgenic mouse T cells; activation, % (series mostly up to about 46 µM); 360,000 tested, 0.065% active; AID 652025; in the data active means activation above about 50%; inconclusive means mostly about 30% to 49%; further: 0% is about no effect
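Using fluorescent plate cytometry, EGFP and DsRed are detected in transgenic mouse T cells stimulated 18 h at 37 degrees C with antibody-coated beads after 60 min compound pretreatment.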
A549 viability = kills or reduces viability of A549 cells in Nrf2 counter-screen; Potency, µM (doses to about 46 µM), without a hit: at the top dose activity change, negative = cytotoxicity, actives largely listed as inhibitors; A549 ARE-Fluc cells, CellTiter-Fluor viability, 18-24 h; 390,000 tested, 0.16% active; further: potency means the concentration at half of the fitted maximal effect; on the % scale 0 is the no-effect control and ±100 the full control effect
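A549 ARE_Fluc cells in 5% FBS OPTI-MEM were exposed to compounds in concentration-response for 18-24 h at 37 deg C. Viability was read by CellTiter-Fluor fluorescence (Ex 405/Em 525) after 30 min, before the luciferase read.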
ATXN2 expr inh = ATXN2 expression inhibition; Potency, µM (highest dose often 57 µM), for the others: at the top dose activity change, negative = inhibition, hits mostly inhibitors; HEK-293 ATXN2-luciferase reporter, luminescence, 24 h; 360,000 tested, 0.72% active; further: potency means the concentration at half of the fitted maximal effect; on the % scale 0 is the no-effect control and ±100 the full control effect; nearly all actives have a fitted effect of over 55% in size
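ATXN2-luciferase reporter cells (luciferase flanked by upstream and downstream ATXN2 gene portions) were treated 24 h at 37 °C with compounds at up to 57 uM. SteadyGlo luminescence gave expression; GF-AFC fluorescence gave viability.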
Nrf2 activator = activators of Nrf2 (ARE) signaling; AID 624171; Potency, µM (series often up to 46.1 µM), for inactives: at the top dose activation, most hits filed as activators; AREc32 ARE-luciferase reporter (MCF7-derived line), luminescence, 24 h; 410,000 tested, 0.31% active; further: potency means the concentration at half of the fitted maximal effect; % of control where 0% means no effect; nearly all actives have a fitted effect of over 65% in size
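AREc32 cells carrying an ARE-driven firefly luciferase reporter were seeded at 1000 cells/well in OPTI-MEM with 5% FBS, then exposed to compound for 24 hr at 37 deg C. Luminescence was read with Steady-Glo after 30 min at RT.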
S2 tox = viability counter-screen for ATXN expression inhibitors; AID 651635; 400,000 tested, 0.49% active; S2 cells (HEK-293 line with an ATXN2-luciferase reporter) viability, CellTiter-Fluor protease fluorescence, 24 h; Potency, µM (doses to about 56.7 µM), most hits filed as cytotoxic; further: potency means the concentration at half of the fitted maximal effect; nearly all actives have a fitted effect of over 40% in size
HepG2 tox = kills HepG2 cells in TGF-b inhibitor counter-screen. Potency, µM (titrated, usually from 46.1 µM), inactives show at the highest dose activity change, negative = cytotoxicity, usual class: cytotoxic. AID 588856. 410,000 tested, 0.76% active. HepG2 CAGA-GFP viability, ATP luminescence, 18 h; further: potency means the concentration at half of the fitted maximal effect; some results filed as inactive show a strong effect at the top dose
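HepG2 CAGA-GFP cells (1000/well, DMEM with 1% FBS) received compound, then TGF-beta at 500 pg/mL final, and were incubated 18 hours at 37 degrees C. Viability was read by CellTiter-Glo luminescence. Media-only wells were set as complete cell-killing and DMSO as no toxicity.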
EPAC2 agonist = EPAC2 (human) agonism; 360,000 tested, 0.079% active; EPAC2 activation, biochemical qHTS; response scale: 100% = 6.5 mM cAMP response; AID 720711; Potency, µM (top dose mostly 154 µM), for inactives: at the highest dose activation, actives largely listed as activators; further: potency means the concentration at half of the fitted maximal effect; nearly all actives have a fitted effect of over 50% in size
Target sequence (Q8WZA2 whole entry, looked up): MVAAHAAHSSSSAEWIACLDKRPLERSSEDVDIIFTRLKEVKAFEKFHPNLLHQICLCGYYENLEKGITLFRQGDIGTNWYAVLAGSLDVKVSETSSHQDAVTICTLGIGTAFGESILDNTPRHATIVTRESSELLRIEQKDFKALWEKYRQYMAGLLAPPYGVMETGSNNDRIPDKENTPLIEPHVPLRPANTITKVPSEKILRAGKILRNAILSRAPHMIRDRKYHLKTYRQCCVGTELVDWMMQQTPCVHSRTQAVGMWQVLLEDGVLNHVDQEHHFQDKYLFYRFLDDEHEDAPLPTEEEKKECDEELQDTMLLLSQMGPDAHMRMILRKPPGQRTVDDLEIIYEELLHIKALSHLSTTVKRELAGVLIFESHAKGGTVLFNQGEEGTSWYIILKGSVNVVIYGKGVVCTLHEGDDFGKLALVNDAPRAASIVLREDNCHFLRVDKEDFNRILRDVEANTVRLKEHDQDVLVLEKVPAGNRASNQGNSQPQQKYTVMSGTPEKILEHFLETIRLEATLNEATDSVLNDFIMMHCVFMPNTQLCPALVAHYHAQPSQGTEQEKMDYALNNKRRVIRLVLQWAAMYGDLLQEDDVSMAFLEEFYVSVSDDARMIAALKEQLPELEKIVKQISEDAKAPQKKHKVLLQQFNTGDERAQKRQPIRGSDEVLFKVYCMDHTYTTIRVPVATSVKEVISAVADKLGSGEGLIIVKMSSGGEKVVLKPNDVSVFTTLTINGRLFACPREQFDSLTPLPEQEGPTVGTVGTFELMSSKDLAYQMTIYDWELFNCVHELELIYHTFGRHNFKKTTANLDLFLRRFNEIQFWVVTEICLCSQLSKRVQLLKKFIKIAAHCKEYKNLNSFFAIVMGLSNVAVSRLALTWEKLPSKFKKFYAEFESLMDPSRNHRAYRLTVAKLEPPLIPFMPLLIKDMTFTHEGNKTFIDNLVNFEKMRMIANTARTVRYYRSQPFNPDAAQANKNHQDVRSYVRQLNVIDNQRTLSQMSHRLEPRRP
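Each well held 100 nM EPAC2, 250 nM RAP1B-BODIPY-GDP and 50 uM GDP. Fluorescence, read at 5-min intervals to 30 min, was referenced to a 6.5 mM cAMP positive control.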
* = called active by the depositor; i = inactive; ? = inconclusive; . = not tested or not shown; [ ] = dose if it differs, or a comment. Unless noted, the call rests on the fitted dose curve; in most records, active means well fitted curve in the direction sought with a large enough effect; inconclusive means small, poorly fitted or top-dose-only effect, or another doubt; inactive means no such curve, though single readings can be large; an effect the other way counts as inactive or inconclusive.

SMILES	TGFb inhibitor	Nrf2 block	IL-2 act	A549 viability	ATXN2 expr inh	Nrf2 activator	S2 tox	HepG2 tox	EPAC2 agonist
CCn1c(CNC(=O)c2cccc(C)c2)nnc1SCC(=O)NC1CCCC1	-14.6%	2.3%	0.3	0.7%	-6.6%	-0.7%	i	-34.5%	18.0%
CN(CCO)C(=O)CCC(=O)Nc1ccc(S(N)(=O)=O)cc1	-8.7%	?	-0.3	-2.2%	4.4%	-0.7%	?	-5.8%	-2.9%
O=C(OCC(=O)c1ccc(Cl)s1)c1ccc(CO)cc1	-15.3%	-1.4%	-0.5	1.3%	3.3%	2.9%	i	-1.0%	1.3%
Cc1ccc(NC(=O)C2CCCN(c3ncnc4onc(-c5ccc(F)cc5)c34)C2)c(Cl)c1 (stereo not given)	?	-1.8%	.	-1.1%	4.6%	-0.7%	i	-1.8%	.
O=C1C=C(C#Cc2ccc(Oc3ccccc3)cc2)C[C@@H](c2ccc(F)cc2)C1	?	.	-2.4	.	?	25.5%	.	-81.5%	7.4%
CCN(CC(=O)Nc1ccccc1C(F)(F)F)C(=O)CN1C(=O)NC2(CCCCC2)C1=O	13.5%	17.0%	1.8	7.6%	15.9%	0.6%	i	-13.7%	-4.2%
COc1ccc(N2CC(NC(=O)c3ccc(S(=O)(=O)N4CCCCC4)cc3)CC2=O)cc1OC (stereo not given)	1.8%	.	.	17.5%	-7.3%	-0.6%	i	-5.3%	.
CC(C)C[C@@H](CNCC(=O)[C@H](CC(C)C)NC(=O)c1[nH]cnc1C(=O)N[C@H](CN)CC(C)C)NC(=O)c1nc[nH]c1C(=O)N[C@@H](Cc1ccccc1)C(=O)O	-5.7%	21.4%	0.3	-7.2%	6.0%	-0.9%	i	1.8%	-10.3%
O=C(c1ccccc1F)N1CCN(c2ccccc2)CC1	3.0%	.	-1.4	-0.1%	-1.0%	0.1%	i	-13.3%	4.3%
CC(C)C(=O)O/N=C1\CCS(=O)(=O)c2sccc21	8.3%	-1.7%	1.6	1.2%	-37.2%	1.2%	?	-14.2%	10.5%
Cc1c(C(=O)N2CCOCC2)c(S(=O)(=O)Nc2cccc(Br)c2)c(C)n1C	-24.3%	-9.0%	-5.5	-0.8%	-8.7%	-1.0%	i	5.1%	9.5%
CCOc1ccc(S(=O)(=O)NCCC(=O)N(CC)CC(=O)Nc2c(F)cccc2F)cc1	1.4%	7.6%	-5.0	0.2%	9.8%	-1.0%	i	1.9%	4.0%
CC1Cc2ccccc2N1C(=O)CSc1nc2ccc(NC(=O)COc3ccccc3)cc2s1 (stereo not given)	-12.4%	?	.	0.5%	4.0%	0.2%	i	4.1%	.
COc1ccc(OCc2nnc(SCC(=O)N3CCOCC3)o2)cc1	?	-1.7%	-2.7	3.6%	-11.1%	0.2%	i	14.2%	-0.7%
COc1cccc(-c2cc(C(=O)N3CCN(C(=O)c4ccco4)CC3)[nH]n2)c1	-9.5%	-0.8%	-2.1	-2.3%	9.3%	-0.5%	i	-81.8%	4.5%
CC(=O)c1ccc(NC(=O)c2noc(C)c2[N+](=O)[O-])cc1	-8.6%	-14.1%	-0.1	-12.7%	.	5.9%	i	-17.0%	11.5%
COc1ccc2c(-c3cccnc3)cc(=O)[nH]c2c1	-6.8%	13.2%	0.1	-5.5%	-17.0%	0.3%	i	-2.8%	2.8%
CCCCN(CCCC)CCNC(=O)CN1C(=O)COc2ccc(S(=O)(=O)N3CCC(C)CC3)cc21	-15.4%	?	-4.8	-3.1%	-8.6%	0.3%	i	-14.8%	-10.2%
COc1ccc(OC)c(C2C(C#N)=C(N)Oc3cc(C)[nH]c(=O)c32)c1 (stereo not given)	-4.0%	4.6%	-0.4	-2.1%	4.9%	-0.3%	i	-10.9%	16.2%
COc1ccc(C2(C)NC(=O)N(CC(=O)Nc3ccc4c(c3)OCO4)C2=O)cc1OC (stereo not given)	-3.5%	-11.3%	1.2	-11.4%	8.7%	3.9%	i	-9.1%	2.9%
O=C(c1ccc(S(=O)(=O)N2CCCCCC2)cc1)N(c1ccccn1)C1CCCCC1	1.0%	-21.4%	-0.7	-1.1%	-29.7%	3.0%	i	-5.1%	3.3%
COc1cccc(N2CCN(Cc3cc(=O)oc4cc(C)ccc34)CC2)c1	?	-8.3%	.	3.9%	.	3.3%	.	-29.6%	.
CCC(C)(C)n1nnnc1C(c1cccnc1)N1CCN(c2cccc(C(F)(F)F)c2)CC1 (stereo not given)	?	-7.9%	-0.9	-6.5%	-24.0%	0.2%	i	-31.9%	-15.8%
O=C(CNC(=S)NC(=O)c1ccco1)c1ccccc1	4.3%	?	0.4	3.5%	46.2%[activator]	22.4%	i	10.9%	2.6%
COc1ccc(OC)c(NC(=O)CSc2nc3ccccc3c(=O)n2CC2CCCO2)c1 (stereo not given)	5.0%	-19.3%	-2.6	-1.8%	5.3%	0.1%	i	-23.6%	6.7%
COc1cc2c(cc1NC(=O)Cc1ccc(C)cc1)oc1ccccc12	-10.7%	-7.8%	-4.1	-1.5%	37.8%[activator]	0.2%	i	-14.1%	23.0%
Cc1ccc2[nH]c3c(c2c1)CCC3=O	1.5%	5.1%	-0.7	-2.0%	42.6%[activator]	3.7%	i	-9.4%	11.1%
Cc1ccc(C(=O)N(CC(=O)NC2CCCCC2)c2ccccc2F)s1	-16.5%	21.0%	4.9	8.1%	-12.6%	0.6%	i	-40.5%	0.1%
COc1cc2c(cc1NC(=O)CCC(=O)O)oc1ccccc12	1.2%	-9.9%	-1.4	-2.2%	2.2%	-0.3%	i	-1.1%	-3.0%
O=C(NCc1ccc2c(c1)OCO2)C1CC(c2ccc(Cl)cc2)=NO1 (stereo not given)	8.2%	-23.3%	1.2	-9.7%	0.7%	-0.1%	i	-19.4%	-11.7%
O=C(Nc1ccc(NC(=O)c2ccc(Cl)cc2Cl)cc1)c1cccs1	7.0%	-18.5%	0.9	2.2%	?	1.8%	?	-7.3%	6.0%
COC(=O)c1c(N)n(-c2ccc(NC(C)=O)cc2)c2nc3ccccc3nc12	3.3%	.	0.8	-3.0%	-16.7%	-0.5%	i	7.0%	0.8%
CC12COC3(C(=O)Nc4ccc([N+](=O)[O-])cc4)CC1CCC32C (stereo not given)	-16.8%	2.4%	0.9	-11.0%	-4.8%	-0.6%	i	-28.1%	0.5%
C=C1C(C(=O)Nc2ccc(OCC)cc2)C1C(=O)Nc1ccc(OCC)cc1 (stereo not given)	-9.1%	-10.3%	-1.4	7.3%	?	2.7%	i	-9.9%	0.1%
CC(=O)Nc1cccc(-c2ccnc3c2CC(C(=O)NCc2cccnc2)O3)c1 (stereo not given)	4.9%	.	0.3	.	2.1%	1.6%	i	-1.3%	2.2%
CCNC(=O)CCn1nc(-c2ccc(Cl)cc2)c2ccccc2c1=O	-3.3%	-15.3%	-0.9	1.7%	-5.7%	-0.7%	i	-18.8%	-1.8%

2 compounds from above with just S2 tox, A549 viability and ATXN2 expr inh:
SMILES | S2 tox | A549 viability | ATXN2 expr inh
Cc1ccc(NC(=O)C2CCCN(c3ncnc4onc(-c5ccc(F)cc5)c34)C2)c(Cl)c1 (stereo not given) | i | -1.1% | 4.6%
CCNC(=O)CCn1nc(-c2ccc(Cl)cc2)c2ccccc2c1=O | i | 1.7% | -5.7%

The list continues.
SMILES	TGFb inhibitor	Nrf2 block	IL-2 act	A549 viability	ATXN2 expr inh	Nrf2 activator	S2 tox	HepG2 tox	EPAC2 agonist
Cc1cccc(-n2c(N)cc(=O)nc2SCC(=O)Nc2ccc(F)cc2)c1C	-0.3%	-0.4%	.	0.3%	11.2%	-0.6%	i	21.7%	.
COc1cc(C(=O)OCC(=O)NC2CC2)ccc1OCCC(C)C	-2.4%	-1.9%	-0.4	4.8%	.	0.2%	i	3.1%	7.5%
CC(=O)CCn1c(=O)n(CCC(C)=O)c(=O)n(CCC(C)=O)c1=O	-3.7%	4.2%	-3.1	-1.9%	3.1%	0.0%	i	-25.3%	-2.1%
O=C(CC1C(=O)NCCN1C/C=C/c1ccccc1)NCCc1ccncc1 (stereo not given)	-2.4%	-2.5%	0.2	-6.2%	7.7%[11.3 µM]	-0.5%	i	2.6%	-7.1%
CC(=O)N1CCN(c2nc3ccc([N+](=O)[O-])cc3s2)CC1	18.8%	18.5%	0.0	0.8%	.	3.6%	i	-7.8%	11.4%
Cc1nnc(SCCn2c(Br)nc3c2c(=O)[nH]c(=O)n3C)s1	1.5%	-11.2%	-0.1	1.7%	-4.5%	4.2%	i	-33.4%	-19.4%
CCN(CC)C(=O)C1=C(C)N(Cc2ccc(C(C)(C)C)cc2)C(=O)C(CC(=O)NCCCCc2ccccc2)C1 (stereo not given)	14.1µM*	.	-2.2	.	?	-2.6%	.	-57.8%	-0.6%
Cc1cccc(NC(=O)NNC(=O)c2cc(-c3ccccc3Cl)nc3ccccc23)c1	?	.	-0.4	?	-25.5%	2.0%	i	-83.2%	-8.6%
NC1=NC(=O)/C(=C/c2cccc(-c3ccc(S(N)(=O)=O)cc3)c2)S1	9.7%	6.4%	-0.2	-1.9%	9.1%	-1.2%	i	1.5%	4.9%
O=C(O)CC1c2ccccc2CCN1S(=O)(=O)c1cccs1 (stereo not given)	-0.5%	-6.7%	0.0	-12.3%	7.5%	0.1%	?	23.5%	8.2%
C/C=C/c1ccc(OCCCCOc2ccc(OC)cc2)c(OC)c1	-12.6%	0.1%	0.6	20.1%	-18.4%	4.9%	i	-1.5%	2.6%
Cc1noc(C)c1NC(=O)N(C)C[C@H]1Oc2ccc(NS(=O)(=O)c3ccc(F)cc3)cc2C(=O)N([C@H](C)CO)C[C@@H]1C	3.7%	-4.0%	0.2	-7.2%	8.3%	-0.9%	i	-2.4%	-4.6%
S=C(NCc1cccs1)Nc1cccc(Cl)c1Cl	-10.9%	?	-5.0	0.1%	-5.5%	0.8%	?	8.4%	14.4%

Outcome played no part in choosing rows (roughly 4.3% active in at least one column).
